pPAFAH FP inh: pPAFAH enzyme inhibitors, primary screen, biochemical, fluorescence polarization, human | Platelet-activating factor acetylhydrolase (Homo sapiens), Q13093 | recombinant pPAFAH, FP-rhodamine probe fluorescence polarization | inhibition, % at 3.39 µM | actives 1.5% (n = 330,000) | AID 463082, 2010;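 active means inhibition above the mean inhibition across the screen plus 3 SD, cut at about 25% in these data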;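 further: inhibitors block binding of the rhodamine activity-based probe so polarization drops; 0% = enzyme with DMSO and 100% = wells lacking pPAFAH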
Target sequence (Q13093 whole entry, looked up): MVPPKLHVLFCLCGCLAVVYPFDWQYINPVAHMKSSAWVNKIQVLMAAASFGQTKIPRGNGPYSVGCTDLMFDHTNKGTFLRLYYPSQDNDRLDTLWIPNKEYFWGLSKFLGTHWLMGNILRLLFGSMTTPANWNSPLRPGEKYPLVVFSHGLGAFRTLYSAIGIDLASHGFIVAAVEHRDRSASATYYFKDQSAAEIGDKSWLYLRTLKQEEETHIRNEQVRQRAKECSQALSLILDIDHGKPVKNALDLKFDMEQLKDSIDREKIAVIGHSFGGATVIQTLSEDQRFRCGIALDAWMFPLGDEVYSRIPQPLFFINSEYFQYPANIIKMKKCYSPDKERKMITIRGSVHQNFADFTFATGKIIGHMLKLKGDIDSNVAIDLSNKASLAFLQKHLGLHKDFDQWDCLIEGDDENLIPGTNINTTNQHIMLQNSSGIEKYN
PME-1 primary: PME-1 inhibitors via competitive probe labeling, primary screen, biochemical, fluorescence polarization, FP-Rh probe, HTS | Protein phosphatase methylesterase 1 (Homo sapiens), Q9Y570 | recombinant PME-1 | inhibition, % at 5.9 µM | actives 0.53% (n = 320,000) | AID 2130, 2009;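 active means inhibition above the campaign mean of all compounds plus 3 SD, cut at about 26% in these data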;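 further: competitive labeling of PME-1 active site by serine hydrolase directed probe; 0% = PME-1 with DMSO and 100% = wells lacking PME-1 enzyme; inhibitors block probe labeling so polarization falls and inhibition rises; many of its hits are not listed in these tables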
PAFAH1B3 FP inh: PAFAH1B3 enzyme inhibitors, primary screen, biochemical, fluorescence polarization, human; inhibition, % at 3.39 µM; actives 0.28% (n = 340,000); recombinant PAFAH1B3, FP-rhodamine probe;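 active means inhibition above the screen-wide average of all tested compounds plus 3 SD, cut at about 25% in these data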;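 further: 0% = enzyme with DMSO only and 100% = wells lacking PAFAH1B3 protein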
GSTO1 inh: inhibitors of recombinant GSTO1, primary screen, counter-screen for RBBP9 inhibitor project, biochemical, fluorescence polarization; Glutathione S-transferase omega-1 (Homo sapiens), P78417; activity-based probe fluorescence polarization; inhibition, % at 5.96 µM; actives 1.1% (n = 300,000); AID 1974, 2009;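 active means inhibition above the campaign mean inhibition plus 3 SD, cut at about 35% in these data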;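 further: 0% = GSTO1-1 with DMSO and 100% = wells lacking GSTO1-1 enzyme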
Target sequence (P78417 whole entry, looked up): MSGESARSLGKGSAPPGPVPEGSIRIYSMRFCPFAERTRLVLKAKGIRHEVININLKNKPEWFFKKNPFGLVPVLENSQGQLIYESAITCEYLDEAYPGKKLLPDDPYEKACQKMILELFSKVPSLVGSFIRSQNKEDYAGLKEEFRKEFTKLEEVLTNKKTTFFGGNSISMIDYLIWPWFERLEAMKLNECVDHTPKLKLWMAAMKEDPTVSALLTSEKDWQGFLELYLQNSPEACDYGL
PAFAH1B2 inh: PAFAH1B2 enzyme inhibitors, primary screen, biochemical, fluorescence polarization, human; Platelet-activating factor acetylhydrolase IB subunit alpha2 (Homo sapiens), P68402; recombinant PAFAH1B2, FP-rhodamine activity probe; inhibition, % at 3.39 µM; actives 1.2% (n = 340,000); AID 492953, 2010;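 active means inhibition above the mean of all tested compounds plus 3 SD, cut at about 24% in these data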;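 further: 0% = enzyme with DMSO and 100% = wells lacking PAFAH1B2; many of its hits are not listed in these tables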
PAFAH2 inh: PAFAH2 enzyme inhibitors, primary screen, biochemical, fluorescence polarization, human | inhibition, % at 3.39 µM | recombinant PAFAH2, FP-rhodamine activity probe | actives 0.99% (n = 340,000) | Platelet-activating factor acetylhydrolase 2, cytoplasmic (Homo sapiens), Q99487;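 active means inhibition above the mean over all tested compounds plus 3 SD, cut at about 30% in these data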;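 further: inhibitors block probe labeling of enzyme so polarization drops; 0% = enzyme with DMSO and 100% = wells lacking PAFAH2 protein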
PAD4 FP inh: human PAD4 inhibitors, primary screen, biochemical, fluorescence polarization, 1536-well format. recombinant PAD4, RCA probe fluorescence polarization. inhibition, % at 6.36 µM. Protein-arginine deiminase type-4 (Homo sapiens), Q9UM07. actives 0.41% (n = 330,000);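 active means percent inhibition above a cutoff equal to the mean of all tested compounds plus 3 SD, cut at about 15% in these data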;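 further: 0% = PAD4 with RCA probe and DMSO and 100% = probe without PAD4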
LYPLA1 inh: LYPLA1 inhibitors, primary screen, counter-screen for PME1 inhibitor project, biochemical, fluorescence polarization, FP-Rh probe ABPP; Acyl-protein thioesterase 1 (Homo sapiens), O75608; AID 2174, 2009; actives 0.16% (n = 320,000); recombinant LYPLA1; inhibition, % at 5.9 µM;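 active means inhibition above the mean of all tested compounds plus 3 SD, set per campaign, cut at about 14% in these data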;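 further: inhibitors block serine hydrolase probe labeling of LYPLA1 so polarization falls; 0% = enzyme with DMSO and 100% = wells lacking LYPLA1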
Target sequence (O75608 whole entry, looked up): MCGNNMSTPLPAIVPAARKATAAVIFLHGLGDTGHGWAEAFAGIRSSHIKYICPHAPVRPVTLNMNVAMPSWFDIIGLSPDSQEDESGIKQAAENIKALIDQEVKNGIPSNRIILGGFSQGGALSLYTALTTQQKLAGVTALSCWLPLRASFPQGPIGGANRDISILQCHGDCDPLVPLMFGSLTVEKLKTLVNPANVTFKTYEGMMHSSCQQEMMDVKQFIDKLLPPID
Fam108B inh: mouse Fam108B serine hydrolase inhibitors, primary screen, counter-screen for RBBP9 inhibitor project, biochemical, fluorescence polarization; recombinant Fam108B, FP-Rh probe fluorescence polarization; AID 1947, 2009; inhibition, % at 9.51 µM; actives 0.33% (n = 300,000);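 active means inhibition above the screen mean inhibition plus 3 SD, computed separately per campaign, cut at about 18% in these data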;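 further: inhibitors lower polarization as less probe binds the enzyme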
The depositor's hits bear a star; / = no result given; & = joins results of further samples.

SMILES	pPAFAH FP inh	PME-1 primary	PAFAH1B3 FP inh	GSTO1 inh	PAFAH1B2 inh	PAFAH2 inh	PAD4 FP inh	LYPLA1 inh	Fam108B inh
COc1ccc(CC(=O)N(C)Cc2cccc(OC)c2OC)cc1S(=O)(=O)N1CCOCC1	-1	1	6	-5	-1	8	-1	1	-3
COCCN(C(=O)COC(=O)c1cccnc1Cl)c1c(N)n(Cc2ccccc2)c(=O)[nH]c1=O	6	3	8	3	0	2	-1	6	-1
CCn1c(C(=O)N2CCCC(C(=O)NCCc3ccc(C)cc3)C2)cc2sccc21 (centres undefined)	-1	6	9	-6	2	-3	-3	-5	-3
Cc1nc2ccccc2c2oc(C(=O)NCCCN3CCCC(C)C3)cc12 (centres undefined)	4	2	14	3	-5	1	-2	-3	3
COc1ccccc1NC(=O)c1cc2c(=O)n(C)c3ccccc3c2n1C	1	-5	11	3	5	6	0	-12	-4
Cc1ccc(NC(=O)c2ccc(F)c(S(=O)(=O)N3CCOCC3)c2)cc1F	10	-8	2	-5	-1	-20	-3	-3	4
C/C(=N\n1nnnc1Nc1ccccc1)c1ccc(N)cc1	6	0	/	-5	/	/	-4	2	-3
Cc1ccc(C)c(NC(=O)CN(C)C(=O)c2cc(C3CC3)nn2-c2ccccc2)c1	2	/	-1	/	3	-2	-3	/	/
Cc1cc(N2C(=O)[C@@H]3[C@H](C2=O)[C@@H]2C[C@H]3C(Br)C2Br)no1 (some centres undefined)	1	0	-1	8	4	7	-2	2	-3
Cc1ccccc1-c1nc(CN2CCCC(C(=O)NCc3cccnc3)C2)c(C)o1 (centres undefined)	7	-6	6	2	4	5	-2	-4	2
CSc1ccccc1C(=O)OCC(=O)NC1CCS(=O)(=O)C1 (centres undefined)	-1	0	7	6	-2	-1	-2	0	0
O=c1[nH]c2ccc(NC(=S)Nc3ccc(Cl)cc3)cc2[nH]1	-3	-1	5	-2	4	4	-4	-1	-1

Entries of single compounds, quoted from the list. Order of values: pPAFAH FP inh | PME-1 primary | PAFAH1B3 FP inh | GSTO1 inh | PAFAH1B2 inh | PAFAH2 inh | PAD4 FP inh | LYPLA1 inh | Fam108B inh
Results for `COc1ccc(CC(=O)N(C)Cc2cccc(OC)c2OC)cc1S(=O)(=O)N1CCOCC1` = -1 | 1 | 6 | -5 | -1 | 8 | -1 | 1 | -3
Results for `Cc1ccccc1-c1nc(CN2CCCC(C(=O)NCc3cccnc3)C2)c(C)o1` (centres undefined) = 7 | -6 | 6 | 2 | 4 | 5 | -2 | -4 | 2
Results for `Cc1ccc(C)c(NC(=O)CN(C)C(=O)c2cc(C3CC3)nn2-c2ccccc2)c1` = 2 | / | -1 | / | 3 | -2 | -3 | / | /
Results for `COc1ccccc1NC(=O)c1cc2c(=O)n(C)c3ccccc3c2n1C` = 1 | -5 | 11 | 3 | 5 | 6 | 0 | -12 | -4
Results for `Cc1ccc(NC(=O)c2ccc(F)c(S(=O)(=O)N3CCOCC3)c2)cc1F` = 10 | -8 | 2 | -5 | -1 | -20 | -3 | -3 | 4

Later entries
SMILES	pPAFAH FP inh	PME-1 primary	PAFAH1B3 FP inh	GSTO1 inh	PAFAH1B2 inh	PAFAH2 inh	PAD4 FP inh	LYPLA1 inh	Fam108B inh
CCc1nnc(NC(=O)c2cnccn2)s1	-4	-8	5	5	0	0	4	2	-3
Cn1nc([N+](=O)[O-])nc1Sc1ccc(C(C)(C)C)cc1	8	-2	8	10	14	1	0	0	4
CSc1c(-c2ccccc2)nc2ccccc2c1C(=O)O	-4	-8	9	0	-2	4	-5	1	-2
COc1cccc(NC(=O)CSc2nnc(-c3ccoc3C)n2C)c1	7	3	-15	6	-1	-11	-4	2	2
CC(C(=O)N1CCOCC1)N1C(=O)C2C3CC(C(Br)C3Br)C2C1=O (centres undefined)	5	0	7	-2	3	-2	-2	-4	4
O=C(Nc1cccc(C(=O)N2CCN(c3ccc(F)cc3)CC2)c1)c1ccccc1	3	-2	-2	-3	-3	0	0	0	4
CCCCN(C(=O)NC(=O)Nc1nc2ccc(OC)cc2s1)S(C)(=O)=O	3	-5	4	3	-4	4	-3	1	5
O=C(c1ccc(COc2ccccc2Cl)o1)N1N=C(C(F)F)CC1(O)C(F)F (centres undefined)	4	-2	-2	-2	2	-11	-2	-7	-3
CC(=O)Nc1ccc(NC(=O)/C=C/c2ccc3c(c2)OCO3)cc1	12	1	3	9	4	1	-4	-2	-1
CC(C)CCN1CCN(Cc2ccon2)CC1CCO (centres undefined)	3	3	1	11	0	-6	-10	1	0
COc1ccccc1C(=O)NC(=O)COC(=O)Cc1ccccc1[N+](=O)[O-]	-4	4	-1	10	-3	2	3	5	2
CCc1ccc2c(c1)C(NC(C)=O)C(=O)N2CC (centres undefined)	4	-3	2	6	-1	5	-1	0	3
COC(=O)CNC(=O)/C=C/c1cc(Br)ccc1OC	2	2	3	3	3	3	-1	-1	7
O=[N+]([O-])c1ccccc1/C=N/n1c(COc2ccccc2)n[nH]c1=S	9	12	6	11	9	-2	3	0	4
COC(=O)NNC1=CC(=O)CC(C)(C)C1	-2	-1	6	3	5	3	0	1	-3
Nc1ccc(C(=O)OCc2nc3ccccc3s2)cc1	1	0	6	-10	-1	60*	3	-3	-4
COc1cc(-c2nc(-c3ccc(NC(=O)c4ccc(Br)o4)cc3)no2)cc(OC)c1OC	-12	-37	-19	-17	-9	-18	-11	-24	-26
N/C(=N\OC(=O)c1cc(Br)ccc1Cl)c1ccccn1	1	4	8	3	6	14	-7	-1	1
COc1ccc(OC2CCN(S(=O)(=O)c3ccc(C(C)=O)cc3)CC2)cc1	9	5	6	1	2	-1	3	9	4
CCN(CC)S(=O)(=O)c1ccc(Cl)c(NC(=O)c2ccccc2C)c1	2	-4	8	-2	-4	6	2	-1	-4
O=C(c1ccc2snnc2c1)N1CCCCC1	3	2	11	-1	-3	4	-2	2	0
Cc1coc2c(O)cc3c(c12)OC1(N2CCCCC2)C(=O)NCCCC31 (centres undefined)	28*	6	8	74*	5	17	8	1	10
CCOc1cc(C(=O)N(C)c2ccccc2)cc(OCC)c1OCC	3	4	6	5	6	7	0	1	1
C=CCn1cc([N+](=O)[O-])nc1C	-1	2	4	8	0	4	2	-2	0
O=C1CSC(c2ccccc2)N1c1ccccc1F (centres undefined)	-1	2	-2	-2	14	2	2	-1	0
CCn1nnnc1SCC(=O)Nc1ccc(OC)cc1	2	1	0	6	5	2	2	0	3
CC(C)(C)NC(=O)C(c1ccc(F)cc1)N(CC1CCCO1)C(=O)c1csnn1 (centres undefined)	0	5	-4	-2	4	0	2	-2	6
Cc1ccc(/C=N/NC(=O)CSCc2ccc(Cl)cc2)cc1	7	-1	-1	-3	7	7	3	-3	-1
O=C(CCn1cccc1)Nc1ccccc1F	10	1	6	4	0	0	-5	0	2
O=C(c1cc([N+](=O)[O-])cc([N+](=O)[O-])c1)N(c1ccccn1)c1ccccn1	-5	-2	-4	-3	-1	-1	-1	-3	0
Cc1cc(NC(=O)CCC(=O)N(Cc2cccnc2)C(C(=O)NC(C)(C)C)c2ccccc2Cl)no1 (centres undefined)	5	-3	19	-1	2	5	-4	1	1
O=C(Nc1sc2c(c1C(=O)NCCCO)CCCC2)c1ccccc1	-2	-4	12	-4	7	8	-3	2	2
O=C(Nc1ccc(Cl)cc1)N1CCC(c2nc(-c3cccs3)no2)CC1	-4	-4	-6	1	0	0	-3	-2	0
COc1ccc(CCNC(=O)c2ccc(NC3=NC4CS(=O)(=O)CC4S3)cc2)cc1OC (centres undefined)	4	-3	1	-2	-6	2	-3	2	-1
COc1cc2c(cc1OC)C(C)N(C(=S)Nc1ccccc1)CC2 (centres undefined)	1	-2	3	-2	2	-5	4	4	-5
O=C1c2ccccc2C(=O)N1Cc1nc(-c2ccccn2)no1	3	-1	11	1	2	11	1	4	2

pPAFAH FP inh: what is marked active above.
SMILES | pPAFAH FP inh | PME-1 primary | PAFAH1B3 FP inh | PAFAH1B2 inh | PAFAH2 inh | PAD4 FP inh
Cc1coc2c(O)cc3c(c12)OC1(N2CCCCC2)C(=O)NCCCC31 (centres undefined) | 28* | 6 | 8 | 5 | 17 | 8

Later entries
SMILES	pPAFAH FP inh	PME-1 primary	PAFAH1B3 FP inh	GSTO1 inh	PAFAH1B2 inh	PAFAH2 inh	PAD4 FP inh	LYPLA1 inh	Fam108B inh
CN(C)c1nc(SCCOC(=O)c2ccccc2)nc(N(C)C)n1	0	-2	4	8	2	2	-1	0	2
CCCCN(CC)CCCNC(=O)c1cn(-c2ccc(OC)cc2)c(=O)c2ccccc12	2	1	9	-1	-1	-1	-4	0	-1
Cc1ccc(N2C(=O)[C@@H]3C(C(=O)CCN4C(=O)c5ccccc5C4=O)=NN[C@@H]3C2=O)cc1	2	-3	0	4	3	1	-6	0	-2
CCOC(=O)/C=C1\SCC(=O)N1CC(=O)Nc1ccc(C(C)C)cc1	5	-2	3	-11	0	-16	-3	-6	2
Cc1ccc(NC(=O)C2(c3ccccc3)CCOCC2)c([N+](=O)[O-])c1	7	0	4	0	-1	-3	6	-1	1
O=[N+]([O-])c1ccc(SCCc2ccncc2)cc1	5&0	6&-1	6	9&9	5	34*	-2&2	0&3	5&0
CCOc1ccc(CN(CCO)CCO)cc1C(=O)OC	1	4	3	0	1	-4	0	0	0
NC(=O)C1CCN(C(=O)OCc2ccccc2)CC1	5	-1	-1	5	7	2	-3	7	-1
CC(C)(C)NC(=O)c1ccnc(C(C)(C)C)c1	2	-6	6	6	1	10	-3	1	-1
COc1ccc(S(=O)(=O)N2CCN(CC(=O)Nc3cc(C(F)(F)F)ccc3Cl)CC2)cc1	6	-1	3	1	-1	-3	2	-1	-1
CC(OC(=O)c1cccc(-n2cnnn2)c1)C(=O)NCc1ccccc1 (centres undefined)	0	0	7	0	0	-2	-2	4	1
COc1ccc(-c2cc(C)no2)cc1S(=O)(=O)N(C)c1ccc(C)c(C)c1	-2	1	7	-7	-3	7	4	-6	-1
COC(=O)C1=C(C)NC(=O)NC1c1ccccc1Cl (centres undefined)	0	0	10	-5	7	-5	-3	3	1

These rows are one share of the data; the hit share may differ from the screen's.
